Assay outcomes deposited in PubChem by several laboratories.
Myeloid diff 2 – myeloid differentiation induction. calls only at 10 µM. 360,000 compounds, 1% hits. ER-HoxA9 myeloid progenitors, lysozyme-GFP differentiation, flow cytometry;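 active means normalized GFP-positive differentiation at or above the plate's own cutoff, the solvent-only control mean plus 3 SD; inconclusive means no clear call, values can overlap the other calls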;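 further: cells exposed to compound for four days before flow analysis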
MT stabilizer – microtubule stabilizers in HeLa cells. HeLa tubulin immunostaining HCS, 24 h; share of cells brighter than vehicle mean+2SD. 200,000 compounds, 0.83% hits. % tubulin-high responders, % at 10 µM;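 active means plate Z-score above 3 for both tubulin-high and condensed-nucleus cell shares, with cell loss under 80%, at 10 µM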;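 further: anti alpha tubulin signal scored within the nucleus-defined area of each cell; some results filed as inactive read as strong as hits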
bCat nuc transl – modulators of beta-catenin nuclear translocation | HeLa beta-catenin nuclear translocation, immunofluorescence imaging | nuclear translocation activity, % at 5 µM | 190,000 compounds, 0.3% hits;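 active means nuclear translocation activity above 50% at 5 µM, with a well cell count of 50 or more; inconclusive means wells under 50 cells across six images, flagged as toxic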;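 further: per-cell ratio of nuclear to cytoplasmic median beta-catenin stain intensity; plate controls were DMSO negative control for no effect and GSK-3 inhibitor IX positive control for full effect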
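Assay system: human HeLa cells, native beta-catenin; doses: 5 µM primary, 0.02–20 µM confirmation; incubation: compound treatment 24 h, 37°C, 5% CO2; technique: fluorescence imaging of beta-catenin antibody stain plus DAPI; measure: % activation, nuclear-to-cytoplasmic median beta-catenin signal ratio per cell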
Hep lipid drop – hepatic lipid droplet formation modulation | 240,000 compounds, 0.4% hits | inhibition, % at 6.5 µM | AID 1656 | AML12 mouse hepatocytes, oleate lipid droplets, BODIPY imaging;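 active means lipid droplet intensity inhibited by at least 50%, with more than 500 cells counted; inconclusive means wells with under 300 cells, treated as cytotoxic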
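Material – mouse AML12 hepatocyte cell line, fixed after treatment · Compound dosing – one dose, 6.5 µM compound · Times – compound with oleate, overnight · Measured by – Image-based BODIPY and DAPI two-channel analysis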
T cell HTS – modulates CD8 T cell binding to vesicles | 2C CD8+ T cell-vesicle binding, flow cytometry; active compounds read low | calls only at 7 µM | 330,000 compounds, 0.068% hits;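 active means response, share of CD8 T cells binding vesicles, and their 90th percentile fluorescence all below set limits, cut at about 80% in these data, passing the limit was not always enough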
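material = purified 2C TCR transgenic mouse naive CD8+ T cells | controls = Unloaded micro-vesicles (low), QL9 vesicles with 0.7% DMSO (high) | detection = cytometric PE anti-B7-1 and Alexa647 anti-CD8 signals after 1% paraformaldehyde fixation | incubation = binding step 1.5 h, 37 °C, antibody labelling 20 min, ice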
Ins promoter up – MIN6 insulin promoter up-regulation. z-score at 5 µM. MIN6 insulin promoter-GFP reporter, high-content imaging; active compounds read high. 190,000 compounds, 0.3% hits. AID 1625;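 active means z-score above 3 at 5 µM with at least 500 cells counted in the well; inconclusive means wells under 500 cells, flagged as cytotoxic or low count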
West Nile virus CPE – inhibition of WNV-induced cytopathic effect – cell-based, CPE readout (AID 1621) | West Nile virus-infected cells, CPE inhibition; higher % means a stronger effect | CPE inhibition, % at 10 µM; hits with a dose series show IC50 in µM | 290,000 compounds, 0.02% hits; in the data active means a potency from the dose series; inconclusive means CPE inhibition mostly from about 3.7% at the one dose, without a potency; inactive means the rest, 99 in 100 with CPE inhibition below about 2.2%; further: strong numbers were not always called active
Autophagy HCS – autophagy modulation, high-content screen | 190,000 compounds, 0.98% hits | calls only at 10 µM (by protocol) | MEF GFP-LC3 puncta imaging; test concentration mostly 10 µM;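 active means percentage of spot-positive cells more than 3 SD above its plate mean, without a fluorescence outlier flag or 80% toxicity; inconclusive means no clear call, values can overlap the other calls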;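 further: spot-positive cell cutoff set from DMSO-treated cells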
WT yeast gro inh – growth inhibition of WT yeast, mitochondrial fusion screen; mitochondrial fusion phenotypic screen, WT strain; inhibition, % at 10 µM; 190,000 compounds, 2.1% hits; AID 1362; in the data active means inhibition above about 58%; tested in S. cerevisiae
WT yeast gro inh mutant strain – further read-out of WT yeast gro inh, marked with its call; inhibition, %; mitochondrial fusion phenotypic screen, mutant strain inhibition
Ins promoter up cell count – recorded beside Ins promoter up, whose call it bears; cell count; measured here: cytotoxicity, nuclei count;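 total cells summed across four imaged fields per well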
Hep lipid drop cells 6.5 µM – also measured in Hep lipid drop; calls as there; cell count; measured here: cell count, cytotoxicity flag;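 cells counted across two imaged fields per well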
bCat nuc transl cell count 5 µM – second read-out of bCat nuc transl, no call of its own (marks repeat the call); cell count; measured here: cell count, cytotoxicity flag
T cell HTS vesicle-bound % – also measured in T cell HTS; calls as there; double positive events, %; measured here: CD8+ vesicle-bound cell fraction;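 binding gate set so that unloaded-vesicle control wells show 10% double positive cells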
MT stabilizer Hoechst-high % – further read-out of MT stabilizer, marked with its call; % Hoechst-high responders; measured here: nuclear condensation Hoechst responders;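 share of cells brighter than vehicle mean plus two SD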
MT stabilizer cytotoxicity % – second read-out of MT stabilizer, no call of its own (marks repeat the call); toxicity, %; measured here: cytotoxicity by cell density;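 0% = mean cell density of plate MIN control wells and 100% = no cells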
Autophagy HCS cell loss 18 h – also measured in Autophagy HCS; calls as there; toxicity, %; measured here: cell loss, nuclei count;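 cell loss after 18 h compound exposure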
Myeloid diff 2 GFP+ MAC1+ % – further read-out of Myeloid diff 2, marked with its call; GFP+ MAC1+ double positive, %; measured here: differentiation confirmed by MAC1 staining
Starred values were filed as active, the others as inactive; i = inactive; ? = inconclusive; . = not tested or not shown. Not a hit list (roughly 3.9% active in at least one column).

compound	Myeloid diff 2	Myeloid diff 2 GFP+ MAC1+ %	MT stabilizer	MT stabilizer Hoechst-high %	MT stabilizer cytotoxicity %	bCat nuc transl	bCat nuc transl cell count 5 µM	Hep lipid drop	Hep lipid drop cells 6.5 µM	T cell HTS	T cell HTS vesicle-bound %	Ins promoter up	Ins promoter up cell count	West Nile virus CPE	Autophagy HCS	Autophagy HCS cell loss 18 h	WT yeast gro inh	WT yeast gro inh mutant strain
COc1cc(NC2c3ccccc3C(=O)N2c2ccc(C)cn2)cc(OC)c1OC (stereo unspecified)	i	4.2	2.5	2.4	5.6	0.0	1066	14	703	i	35	.	.	-0.2%	.	.	9	-3
Cc1oc(-c2ccccc2Cl)nc1CSc1nc2c(c(=O)[nH]1)CCCC2	i	0.4	.	.	.	0.1	1311	-14	708	i	20	-0.03	1046	-0.6%	.	.	.	.
Cc1cccc(CN2CCC(C(=O)Nc3ccc(-n4nc(C)cc4C)cc3)CC2)n1	i	0.7	.	.	.	.	.	-3	815	i	7	.	.	-0.7%	.	.	.	.
COCCOc1cc(N)c(Cl)cc1Cl	i	0.1	7.6	3.2	6.0	4.0	1018	-4	673	i	45	-0.07	1050	-0.5%	i	0	-1	-5
CCn1c(CNC(=O)c2ccc(OC)c(OC)c2)nnc1SCC(=O)Nc1ccccc1	i	1.2	3.8	2.9	10	-3.6	558	4	730	i	12	0.26	1321	-0.3%	i	1	-9	-10
O=C(O)c1ccoc1CN1CCCCC1	i	0.9	2.2	2.2	1.1	-1.3	1163	-3	795	i	29	0.35	1316	0.7%	i	-3	10	6
CN(C)CCCN(C(=O)c1ccc(C(=O)c2ccccc2)cc1)c1nc2cc3c(cc2s1)OCO3	i	0.7	.	.	.	.	.	-24	695	i	64	.	.	?	.	.	.	.
Cc1cccc(C)c1NC(=O)CS(=O)CC(=O)Nc1ccc(F)cc1F (stereo unspecified)	i	1.0	3.3	1.8	3.6	-0.8	1357	.	.	i	54	-0.61	1588	1.4%	i	-2	-22	3
O=C(Cc1ccccc1)N/N=C/c1ccc2c(c1)OCO2	i	0.2	3.7	1.8	3.6	2.3	1035	2	714	i	44	1.1	1163	0.5%	i	0	2	1
CCn1c(SCC(=O)NC(C)C(C)C)nc2cc(S(=O)(=O)N3CCOCC3)ccc21 (stereo unspecified)	i	1.6	.	.	.	.	.	-6	804	i	7	.	.	0.1%	.	.	.	.
CCC(CC)NC(=O)c1ccc2c(c1)OCCO2	i	0.5	1.7	1.9	5.2	-0.2	1166	5	788	i	20	-0.48	929	-0.1%	i	0	.	.
CC(C)CCNC(=O)C1CCN(S(=O)(=O)c2ccc3c(c2)CC(C)N3C(=O)C2CCC2)CC1 (stereo unspecified)	i	2.0	.	.	.	.	.	-3	677	i	11	.	.	-0.1%	.	.	.	.
CCc1cc2c3c(c1)/C(=C1/SC(N)=NC1=O)C(=O)N3C(C)(C)C=C2C	i	0.4	1.6	1.2	6.1	-1.2	1095	40	662	i	49	0.24	1631	0.3%	i	-24	7	2
O=C(NCC1COc2ccccc2O1)C1CCCN(S(=O)(=O)c2cccc3cccnc23)C1 (stereo unspecified)	i	4.4	8.9	2.7	9.0	.	.	.	.	i	64	1.5	924	-0.6%	i	3	6	-2
Cc1ccc(C)c(OC(=O)CN2C(=O)c3ccccc3C2=O)c1	i	0.1	.	.	.	.	.	-1	774	i	54	.	.	-0.3%	.	.	.	.
COc1ccc2nc(NC(=O)CCN3C(=O)c4ccccc4C3=O)sc2c1	i	2.6	1.4	1.3	5.6	.	.	.	.	i	3	.	.	0.1%	i	-1	32	-2
COC(=O)c1ccccc1Sc1c(/C=N/OC(=O)c2ccccc2)c(C(F)(F)F)nn1C	i	0.7	2.1	0.9	10	0.3	1091	17	746	i	14	0.35	758	-0.5%	i	8	-3	-2
CCc1n[nH]c(=S)n1/N=C/c1c(O)ccc2ccccc12	i	0.7	.	.	.	.	.	-8	845	i	53	.	.	0.5%	.	.	.	.
O=C1CC2(CC(c3ccc(Cl)cc3)=NO2)C(=O)N1c1ccccc1 (stereo unspecified)	i	0.5	.	.	.	-1.5	1094	-4	745	i	17	-0.47	1484	0.5%	.	.	.	.
COc1cc(C2NC(=O)NC(C)=C2C(=O)OCc2ccc(C)cc2)cc(OC)c1OC (stereo unspecified)	i	0.4	.	.	.	.	.	4	832	i	21	.	.	-0.8%	.	.	.	.

The final two records of the section above are carried over, then new ones follow.
compound	Myeloid diff 2	Myeloid diff 2 GFP+ MAC1+ %	MT stabilizer	MT stabilizer Hoechst-high %	MT stabilizer cytotoxicity %	bCat nuc transl	bCat nuc transl cell count 5 µM	Hep lipid drop	Hep lipid drop cells 6.5 µM	T cell HTS	T cell HTS vesicle-bound %	Ins promoter up	Ins promoter up cell count	West Nile virus CPE	Autophagy HCS	Autophagy HCS cell loss 18 h	WT yeast gro inh	WT yeast gro inh mutant strain
O=C1CC2(CC(c3ccc(Cl)cc3)=NO2)C(=O)N1c1ccccc1 (stereo unspecified)	i	0.5	.	.	.	-1.5	1094	-4	745	i	17	-0.47	1484	0.5%	.	.	.	.
COc1cc(C2NC(=O)NC(C)=C2C(=O)OCc2ccc(C)cc2)cc(OC)c1OC (stereo unspecified)	i	0.4	.	.	.	.	.	4	832	i	21	.	.	-0.8%	.	.	.	.
COC(=O)/C(C#N)=C\c1c(OC)[nH]c2ccccc12	i	0.3	.	.	.	-0.3	1269	-41	775	i	2	-0.11	1137	0.6%	.	.	.	.
CC(=O)C1=C(C)N(Cc2ccco2)C(=O)C1(NC(=O)C1CCCCC1)C(F)(F)F (stereo unspecified)	i	1.8	2.6	1.6	4.7	.	.	-4	795	i	32	0.33	993	-0.9%	i	38	4	6
Cc1nnc2n(Cc3ccccc3)c(=O)c3c4c(sc3n12)COC(C)(C)C4	i	0.4	3.9	3.4	9.6	0.8	844	.	.	i	42	0.67	1064	0.1%	i	4	-9	0
CCc1nnc(NC(=O)CSc2nnc(CSc3nc(C)cc(C)n3)n2C)s1	i	1.3	5.4	1.8	8.6	-3.4	939	.	.	i	29	0.88	1203	0.2%	i	16	11	9
C=CCn1c(SCC(=O)N2CCOCC2)nc2c([nH]c3ccccc32)c1=O	i	0.5	.	.	.	.	.	5	666	i	9	.	.	-0.6%	.	.	.	.
Clc1ccc(SCc2cc(N3CCOCC3)nc(-c3ccccn3)n2)cc1	i	0.3	2.2	2.4	1.4	-4.8	995	-9	656	i	35	-1.8	1083	-0.6%	i	5	73	75
COC(=O)c1[nH]c2ccc(C)cc2c1NC(=O)CCN1CCN(C2CCCCC2)CC1	.	.	3.4	0.9	5.9	-0.5	1082	2	762	.	.	-0.65	1068	-0.5%	i	10	11	3
O=C(c1cccs1)N1CCN(Cc2ccccc2)CC1	i	0.1	1.5	3.9	8.8	2.7	518	9	750	i	45	0.19	1303	0.2%	i	4	-25	-17
CC(C)CC(=O)Nc1ccc(Nc2ccccc2)cc1	i	0.4	1.7	0.3	15	-0.2	1133	-3	777	i	18	-0.28	898	-0.9%	i	-5	-13	-8
COc1ccccc1N(CC(O)COc1ccccc1C)S(=O)(=O)c1ccccc1 (stereo unspecified)	i	0.8	2.3	1.9	3.4	-2.3	523	-11	644	i	7	-0.91	1222	-2.1%	i	21	29	-12
CC1CCN(C2=NC(=O)/C(=C/c3ccccc3F)S2)CC1	i	0.2	.	.	.	.	.	-11	402	i	30	.	.	-0.8%	.	.	.	.
O=C(O)/C(=C\c1cccc(OCc2ccccc2)c1)c1ccc(F)cc1	i	1.3	.	.	.	.	.	4	844	i	43	.	.	0.6%	.	.	.	.
CC(=O)C1C(c2cccc(Oc3ccccc3)c2)NC(=O)NC1(O)C(F)(F)F (stereo unspecified)	i	0.6	4.6	3.9	7.0	2.5	1341	.	.	i	20	-0.14	1422	.	i	17	3	2
CCOc1ccc(NC(=O)c2ccc(NC(=O)c3ccc(CN4CCOCC4)cc3)cc2)cc1	i	0.2	.	.	.	-0.9	1412	-43	702	i	37	0.21	897	-0.1%	.	.	.	.
CCCCC(=O)N(CCOC)c1nnc(-c2ccccc2C)s1	i	0.2	1.8	2.9	10	0.4	1476	5	697	i	50	-0.11	1533	-0.8%	i	1	-3	30
N#Cc1c(-c2ccccc2)c(-c2ccccc2)nn(CC(=O)NNC(=O)Nc2ccc(Cl)cc2)c1=O	i	0.0	.	.	.	0.4	1191	-1	746	i	22	0.02	866	-1.0%	.	.	.	.
O=C(NC(=S)Nc1ccccc1Br)C1CCC1	i	3.6	.	.	.	.	.	-2	813	i	70	.	.	-1.1%	.	.	.	.
O=C(O)c1ccc(OCc2ccc(C(=O)O)o2)cc1	i	0.2	.	.	.	.	.	0	864	i	57	.	.	0.0%	.	.	.	.
Clc1ccc(Nc2c3c(nc4ncnn24)CCC3)cc1	i	0.7	.	.	.	0.4	1223	1	728	i	51	-0.54	1170	-0.5%	.	.	.	.
Cn1c(CSc2ccccc2)c(C#N)c2ccccc21	i	3.3	1.1	1.5	7.2	-1.4	809	.	.	i	47	.	.	0.7%	i	3	28	31
Clc1nc(NCc2cccnc2)nc(N2CCOCC2)n1	i	0.6	2.0	1.9	7.9	-2.8	1130	0	749	i	60	-0.06	1076	0.1%	i	-3	-1	9
CCOC(=O)N1CCN(S(=O)(=O)c2ccc(C(=O)Nc3nnc(C)o3)cc2)CC1	i	0.0	1.8	1.7	4.9	-0.5	591	0	672	i	22	0.45	1216	-0.1%	i	10	-16	-21
